Assay outcomes deposited in PubChem BioAssay by several laboratories.
KOR beta-arrestin-1 – KOR antagonists, beta-arrestin recruitment, cell-based, luminescence, uHTS (AID 1778). KOR beta-arrestin recruitment, luminescence, antagonist mode; higher % means a stronger effect. 290,000 compounds, 0.091% hits. inhibition, % at 10 µM; hits with a dose series show IC50 in µM; in the data active = inhibition above about 50%; also: strong numbers were not always called active
NTR1 agonist – agonists of NTR1, primary screen, imaging, U2OS cells, beta-arrestin-GFP, high content (AID 493036); P30989; NTR1-U2OS beta-arrestin-GFP spot imaging, agonist mode; activation, % at 20 µM; 330,000 compounds, 0.17% hits;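 active = activation at or above 40% of the spot to cytoplasm intensity ratio, with at least 20 cells analyzed; inconclusive = wells under 20 cells, flagged as cytotoxic or low count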;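 also: 0% = DMSO without peptide and 100% = 100 nM NTR1 peptide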
Target sequence (P30989 whole entry, looked up): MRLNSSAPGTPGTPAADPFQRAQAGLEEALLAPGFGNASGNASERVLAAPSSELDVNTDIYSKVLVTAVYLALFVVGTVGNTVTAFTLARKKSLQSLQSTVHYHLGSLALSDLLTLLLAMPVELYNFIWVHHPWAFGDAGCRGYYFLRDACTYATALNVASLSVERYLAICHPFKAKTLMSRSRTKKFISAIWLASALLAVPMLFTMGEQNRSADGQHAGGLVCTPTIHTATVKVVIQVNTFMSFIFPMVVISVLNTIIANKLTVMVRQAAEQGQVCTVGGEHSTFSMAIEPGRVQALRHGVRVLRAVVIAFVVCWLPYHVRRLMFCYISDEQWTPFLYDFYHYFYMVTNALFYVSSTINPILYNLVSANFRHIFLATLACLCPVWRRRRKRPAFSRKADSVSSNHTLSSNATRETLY
GPR55 antagonists – inhibition of LPI-stimulated GPR55 beta-arrestin translocation – imaging, U2OS, beta-arrestin-GFP, LPI agonist, primary screen (AID 2013); 290,000 compounds, 0.13% hits; one-dose inhibition, % at 10 µM; IC50 in µM for titrated hits; U2OS GPR55 beta-arrestin-GFP translocation imaging, LPI antagonism; higher % means a stronger effect;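 active = spots per cell inhibited over 60%, with over 100 cells counted and total cytoplasm intensity under 500,000; inconclusive = wells with under 100 cells, flagged as likely toxic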;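 also: U2OS cells stably carrying GPR55 and arrestin-GFP stimulated by 5 µM LPI near EC80; imaged beta-arrestin-GFP aggregate spots per cell after agonist stimulation; plate controls were LPI-stimulated DMSO wells for no effect and DMSO wells without LPI for full effect; some results filed as inactive read as strong as hits; confirmed hits need IC50 under 10 µM and bright autofluorescent wells are also inconclusive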
GPR55 activation – selective activators of receptor GPR55 – imaging, U2OS cells, beta-arrestin-GFP redistribution, primary screen (AID 1961); U2OS GPR55 beta-arrestin-GFP redistribution imaging; higher % means a stronger effect; one-dose activation, % at 10 µM; EC50 in µM for titrated hits; 290,000 compounds, 0.048% hits;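 active = activation above 40% with more than 50 cells counted in the well; inconclusive = wells holding fewer than 50 cells, flagged as toxic or sparse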;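 also: U2OS osteosarcoma cells stably expressing GPR55 and beta-arrestin-GFP; plate controls were DMSO negative control for no effect and LPI positive control for full effect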
Rac1 GTP hydrolysis – MgcRacGAP GTPase-activating activity inhibitors, confirmation, biochemical, ADP Hunter fluorescence. inhibition, % at 30 µM; hits with a dose series show IC50 in µM. 340,000 compounds, 0.6% hits. MgcRacGAP-stimulated Rac1 GTP hydrolysis, ADP Hunter fluorescence; higher % means a stronger effect; GST-tagged Rac1 F28L mutant substrate;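 active = first-screen hits whose inhibition reached a set limit at any dose in the follow-up dose series; inconclusive = inhibition above the set first-screen limit but never retested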;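 also: fluorescence reports GDP produced by GAP-driven GTP hydrolysis; strong numbers were not always called active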
UTI89 phage lysis – inhibition of K1F phage lysis, E. coli UTI89, bacterial capsule biogenesis inhibitors, alamar blue (AID 488966); 340,000 compounds, 0.02% hits; E. coli UTI89 K1F phage lysis, alamar blue, 2 h; higher % means a stronger effect; one-dose inhibition, % at 100 µM; IC50 in µM for titrated hits;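 active = phage lysis inhibition, versus mean bacterial control, above a set limit; inconclusive = no clear call, values can overlap the other calls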;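 also: capsule biogenesis inhibitors block K1F phage lysis so surviving cells raise fluorescence; higher fluorescence means more inhibition of phage lysis; actives were called in the ten point dose series up to 300 µM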
KOR beta-arrestin-2 – KOR agonists, beta-arrestin recruitment, primary screen, cell-based, luminescence, uHTS (AID 1777); KOR beta-arrestin recruitment, luminescence; higher % means a stronger effect; activation, % at 10 µM, or EC50 in µM where a hit was titrated; 280,000 compounds, 0.02% hits; in the data active = activation above about 50%, passing the limit was not always enough; also: a part of the inactive calls stands beside numbers as strong as those of hits
NOD1 inhibition – NOD1 signaling inhibitors, primary screen, cell-based, luminescence, uHTS (AID 1578) | inhibition, % at 4 µM, or EC50 in µM where a hit was titrated | 290,000 compounds, 1% hits | NOD1-driven NF-kB luciferase reporter cells, luminescence; higher % means a stronger effect; in the data active = inhibition mostly above about 36%, no sharp cut-off; inactive = mostly below about 34%;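 also: HEK-293T reporter cells stimulated with the NOD1 agonist gamma-tri-DAP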
GPR35 arrestin U2OS – GPR35 antagonists blocking zaprinast-driven arrestin recruitment, primary screen, imaging, U2OS, beta-arrestin-GFP, zaprinast agonist (AID 2058). U2OS GPR35 beta-arrestin-GFP translocation imaging, zaprinast antagonism; higher % means a stronger effect. inhibition, % at 10 µM; hits with a dose series show IC50 in µM. 290,000 compounds, 0.052% hits;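 active = inhibition of at least 50% with at least 30 cells and total cytoplasm GFP at most 10,000,000; inconclusive = under 30 cells or total GFP of 10,000,000 plus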
NTR1 agonist cell count 20 µM – further read-out of NTR1 agonist, marked with its call; cell count; measured here: cell count, cytotoxicity flag
* = called active by the depositor; ? = inconclusive; / = not tested or not shown; [ ] = remark or other dose.

SMILES	KOR beta-arrestin-1	NTR1 agonist	NTR1 agonist cell count 20 µM	GPR55 antagonists	GPR55 activation	Rac1 GTP hydrolysis	UTI89 phage lysis	KOR beta-arrestin-2	NOD1 inhibition	GPR35 arrestin U2OS
O=C(O)CN1C(=O)/C(=C/c2ccc(N3CCCCC3)o2)SC1=S	32%	0.0	43	4%	-0.1%	?	1.0%	18%	-2%	4%
CCOC(CNC(=O)Cn1nc(C)c2ccccc21)OCC	-29%	-0.3	43	4%	0.1%	5%	0.3%	3.9%	15%	-11%
O=C(COc1ccccc1Cl)NCCNC(=O)c1cnccn1	13%	-0.2	57	0%	0.2%	4%	0.3%	-3.3%	-15%	10%
O=C(CN1CCN(c2ccc(O)cc2)CC1)Nc1cc(S(=O)(=O)N2CCOCC2)ccc1Cl	-14%	-0.9	50	13%	0.7%	?	4.7%	1.7%	-8%	-8%
Cc1ccc(CCNC(=O)CN(C)S(=O)(=O)c2cnc[nH]2)cc1	-39%	-0.6	47	1%	-0.2%	10%	1.7%	-5.3%	-6%	-6%
O=C(O)Cn1c(CC(=O)N2CCCC2)nc2ccccc21	-8%	1.7	39	9%	-0.2%	5%	2.2%	-1.4%	0%	10%
CSc1ccc(NC(=O)N2CC=C(n3c(=O)[nH]c4ccccc43)CC2)cc1	91%*	-1.7	81	-6%	0.4%	12%	0.4%[50 µM]	-2.4%	-6%	-2%
Cc1cc(-c2onc(C)c2C(=O)O)no1	-4%	-0.8	58	12%	0.3%	6%	-0.8%	7.9%	-4%	7%
O=C(CCCCCCC(=O)NCc1ccccc1)NCc1ccccc1	20%	-0.5	52	12%	-0.2%	4%	-0.3%	-1.8%	-28%	-4%
Cc1ccc(C(=O)Nc2nc(=O)n(C(=O)C3CC3)s2)cc1	-37%	0.9	71	6%	0.7%	-11%	4.9%	1.0%	-20%	9%
CCCOc1ccc(CNC(=O)Cn2c(=O)oc3ccccc32)cc1	-24%	1.4	51	-4%	-0.3%	-2%	0.4%	-2.0%	-7%	6%
CCCC(=O)Nc1sc2c(c1C(=O)OCC)CC(C)(C)OC2	-39%[20 µM]	2.5	51	-2%	-0.2%	6%	0.0%	/	-40%	7%
COc1ccc(C(=O)NCc2nnc(SCC(=O)Nc3cc(OC)ccc3OC)o2)cc1	4%	-1.2	55	-2%	-0.2%	-1%	0.0%	-1.1%	-28%	-1%
CC(=O)c1ccc(N2CCN(S(=O)(=O)c3cc4c(cc3C)NC(=O)CO4)CC2)cc1	-32%	-0.1	62	1%	-0.1%	16%	0.4%	-0.8%	-8%	-8%
O=C(OCCOCCN=C1NS(=O)(=O)c2ccccc21)c1ccc(F)cc1	-17%	0.7	50	2%	0.3%	2%	0.2%	4.4%	-24%	-10%
Oc1cccc(/C=N/c2c(-c3ccco3)nc3ccccn23)c1	19%	3.6	55	4%	-0.4%	8%	2.7%	-2.4%	-8%	14%
NS(=O)(=O)c1cccnc1Nc1cccc(Cl)c1Cl	4%	1.1	47	-7%	-0.4%	-1%	-0.5%	-1.1%	-10%	6%
O=C(CSc1nc2ccccc2c(=O)n1-c1ccccc1F)Nc1ccc2c(c1)CCC2	-2%	1.6	68	6%	-0.4%	10%	0.6%	-1.8%	-20%	-2%
Cc1ccccc1NC(=O)c1ccc2nccnc2c1	-9%	2.1	58	-4%	-0.1%	7%	0.0%	-0.4%	-16%	6%
Cc1ccc(C)c(NC(=S)N(CCc2ccncc2)C(C)C)c1	11%	0.0	57	-13%	0.9%	2%	0.0%	12%	-24%	-13%
Cc1cccc(-c2nc(NCCCN(C)C)c3ccccc3n2)c1	-22%	0.4	45	-8%	-0.2%	21%	1.7%	2.2%	-20%	13%
O=C1CCC(=O)N1c1ccc(-c2nc3sc4c(c3c(=O)o2)CCC4)cc1	-33%	0.7	63	-2%	-0.1%	4%	3.1%	6.5%	-2%	-19%
Fc1cc2[nH]cnc2cc1Cl	-10%	-1.2	46	10%	0.2%	-10%	-0.2%	6.3%	-7%	8%
COc1ccc(OC)c(C(c2nnnn2C2CCCC2)N2CCN(c3ccc(F)cc3)CC2)c1 (stereo not given)	-18%	2.3	48	14%	-0.1%	4%	0.1%	-3.3%	7%	0%
O=C1NN(c2ccc(F)c(Cl)c2)C(=O)/C1=C\c1cccc(OC(=O)c2cccs2)c1	-4%	13	58	29%	-0.1%	10%	1.3%	-1.7%	57%	-7%
CS(=O)(=O)c1ccc(Cl)c(C(=O)O)c1	0%	-0.2	35	15%	-0.2%	1%	1.7%	-2.4%	-2%	-8%
COC(=O)C1(C)NC(c2cccc(C)c2)C2C(=O)N(c3ccc(F)cc3)C(=O)C21 (stereo not given)	-5%	-0.6	71	13%	-0.1%	-17%	-3.3%	1.0%	0%	-2%
O=C1OCCC1Sc1nc2cc(Cl)ccc2n1Cc1ccccc1 (stereo not given)	-13%	5.7	65	10%	0.6%	6%	-0.1%	6.0%	-10%	6%
COc1cccc(CN(C)CC(=O)Nc2cc3oc4ccccc4c3cc2OC)c1	-74%	3.2	45	-5%	-0.2%	5%	6.4%	-3.3%	27%	-6%
Cc1noc(C)c1C(=O)OCC(=O)NCCc1ccc(Cl)cc1	-16%	-1.2	74	-7%	-0.1%	4%	0.5%	-1.3%	5%	-2%
CC(C)(C)c1n[nH]c(=S)n(N)c1=O	9%	-0.8	86	17%	0.2%	2%	0.0%	2.0%	0%	-5%
N#Cc1c(-c2c(Cl)cccc2Cl)noc1/C=C/Nc1ccc(C(=O)O)cc1	-31%	0.5	82	-3%	0.6%	2%	0.0%	-5.7%	-17%	16%
COc1ccc(-c2cc3nc(C4CCN(C(=O)OC(C)(C)C)CC4)c(C(=O)O)cn3n2)cc1	-4%	1.8	84	6%	-0.1%	15%	1.5%	4.4%	-4%	-5%
CCOc1ccc(C2C=C(c3ccccc3)Nc3ncnn32)cc1 (stereo not given)	-8%	2.3	85	0%	0.0%	/	/	2.0%	-18%	0%
COCCOC(=O)c1c(NC(=O)CNC2CCCc3ccccc32)sc(C(N)=O)c1C (stereo not given)	1%	3.5	44	14%	0.4%	0%	0.3%	4.9%	-5%	-5%
CC1=C(C(=O)OCc2ccccc2)C(c2cccc(F)c2)NC(=O)N1 (stereo not given)	-23%[20 µM]	-0.5	56	4%	0.3%	10%	0.2%	4.8%	-2%	0%
COc1ccc(-c2nn(-c3ccccc3)cc2/C=C(\C#N)S(=O)(=O)c2ccccc2)cc1OC	-2%	1.6	50	4%	-0.4%	7%	3.4%	1.5%	11%	-11%
CCCc1[nH]n(-c2ccc([N+](=O)[O-])cc2)c(=O)c1C=NCCc1c[nH]c2ccccc12	26%	15	51	-4%	-0.4%	-3%	0.1%	-2.0%	-32%	-4%
Cc1cccc(C)c1-n1c(C)cc(/C=C2\C(=O)NN(c3ccccc3)C2=O)c1C	-31%	5.0	62	8%	1.1%	-1%	0.5%	0.9%	2%	-14%
Cc1cc2c(C)nc(N/N=C/c3ccc([N+](=O)[O-])cc3)nc2o1	1%	/	/	-1%	0.3%	3%	1.2%[50 µM]	-4.2%	-28%	3%
Cc1ccc(CNC(=O)c2ccc(NC(=O)CCS(=O)(=O)c3cccs3)cc2)cc1	6%	-1.4	80	14%	0.0%	5%	0.5%	-2.8%	-9%	5%
CCCS(=O)(=O)N1CCC(C(=O)NC2CCCC(C)C2C)CC1 (stereo not given)	1%	-0.1	48	10%	-0.2%	2%	0.7%	-2.8%	16%	5%
NS(=O)(=O)c1ccc(NC(=O)CSc2nc3ccccc3nc2N2CCOCC2)cc1	2%[20 µM]	2.7	49	10%	0.0%	6%	1.2%	-4.7%	-3%	-4%
Cc1ccc(C(=O)N2CCC(C(=O)NCc3ccco3)CC2)cc1	3%	-0.7	59	2%	-0.1%	5%	-1.3%	2.5%	30%	0%
CN(C(=O)c1coc(=O)c2ccccc12)c1ccc(Br)cc1	-11%	0.5	74	-12%	0.1%	0%	0.3%	2.3%	21%	-9%
CCCn1nc(NC(=O)c2ccncc2)c2cc3ccccc3nc21	-5%	-1.7	50	-2%	-0.2%	7%	8.3%	3.6%	4%	1%
Cc1cccc2cc(CN(CC(C)C)S(=O)(=O)c3ccccc3)c(=O)[nH]c12	-13%	4.8	71	2%	0.7%	8%	3.5%	1.5%	20%	-5%
CC(C)CCOP(=O)(c1ccc(N(C)C)cc1)C(O)c1ccccc1 (stereo not given)	-22%	2.6	67	2%	-0.1%	4%	0.0%	2.7%	-13%	-9%
Cc1cc(Cl)ccc1OCC(O)CNCCc1ccc(S(N)(=O)=O)cc1 (stereo not given)	-30%	0.9	80	0%	-0.1%	2%	0.5%	0.8%	-1%	4%
O=C(NCc1ccccc1)C12CN(Cc3ccccc3)CC1C(c1ccc([N+](=O)[O-])cc1)=NO2 (stereo not given)	24%	4.8	91	22%	-0.1%	2%	1.2%	-4.0%	-7%	20%

Next part, starting with the last 2 of the part before.
SMILES	KOR beta-arrestin-1	NTR1 agonist	NTR1 agonist cell count 20 µM	GPR55 antagonists	GPR55 activation	Rac1 GTP hydrolysis	UTI89 phage lysis	KOR beta-arrestin-2	NOD1 inhibition	GPR35 arrestin U2OS
Cc1cc(Cl)ccc1OCC(O)CNCCc1ccc(S(N)(=O)=O)cc1 (stereo not given)	-30%	0.9	80	0%	-0.1%	2%	0.5%	0.8%	-1%	4%
O=C(NCc1ccccc1)C12CN(Cc3ccccc3)CC1C(c1ccc([N+](=O)[O-])cc1)=NO2 (stereo not given)	24%	4.8	91	22%	-0.1%	2%	1.2%	-4.0%	-7%	20%
Cc1[nH]nc(N)c1N=Nc1ccc(Br)cc1	-68%[20 µM]	3.0	55	-17%	-0.1%	/	/	-0.5%	-29%	-8%
CCc1ccc(NC(=O)C(=O)N/N=C(\C)CC(=O)NCc2ccc(Cl)cc2)cc1	1%	6.0	37	4%	-0.5%	-9%	?	20%	-35%	-6%
O=S(=O)(Nc1nc2ccccc2nc1N1CCc2ccccc2C1)c1ccc(Cl)cc1	-17%	7.8	71	8%	-0.2%	-7%	0.2%	-0.4%	40%	-18%
O=C(NCC1CCCCC1)c1cccc([N+](=O)[O-])c1	-14%	-0.5	73	-1%	-0.1%	13%	0.5%	1.7%	12%	3%
Cc1ccnc(OC(C(=O)O)C(OCc2ccccc2)(c2ccc(F)cc2)c2ccc(F)cc2)n1 (stereo not given)	-25%[20 µM]	1.4	61	22%	0.5%	3%	-0.1%	-0.9%	/	-1%

This is a subset; count on the stated rates, not on these rows.
